# Dicer processing: inhibitors of human Dicer processing of pre-microRNA | Q9UPY3 | cat-ELCCA pre-miR-21 Dicer processing, chemiluminescence; hits give high values | z-score at 25 µM | actives 6% (n = 47,000); in the data active means z-score above about 3, passing the limit was not always enough;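 further: plate controls were vehicle for no effect and no enzyme for full effect; higher signal means more uncleaved substrate so more Dicer inhibition; strong numbers were not always called active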
# Target sequence (Q9UPY3 whole entry, looked up): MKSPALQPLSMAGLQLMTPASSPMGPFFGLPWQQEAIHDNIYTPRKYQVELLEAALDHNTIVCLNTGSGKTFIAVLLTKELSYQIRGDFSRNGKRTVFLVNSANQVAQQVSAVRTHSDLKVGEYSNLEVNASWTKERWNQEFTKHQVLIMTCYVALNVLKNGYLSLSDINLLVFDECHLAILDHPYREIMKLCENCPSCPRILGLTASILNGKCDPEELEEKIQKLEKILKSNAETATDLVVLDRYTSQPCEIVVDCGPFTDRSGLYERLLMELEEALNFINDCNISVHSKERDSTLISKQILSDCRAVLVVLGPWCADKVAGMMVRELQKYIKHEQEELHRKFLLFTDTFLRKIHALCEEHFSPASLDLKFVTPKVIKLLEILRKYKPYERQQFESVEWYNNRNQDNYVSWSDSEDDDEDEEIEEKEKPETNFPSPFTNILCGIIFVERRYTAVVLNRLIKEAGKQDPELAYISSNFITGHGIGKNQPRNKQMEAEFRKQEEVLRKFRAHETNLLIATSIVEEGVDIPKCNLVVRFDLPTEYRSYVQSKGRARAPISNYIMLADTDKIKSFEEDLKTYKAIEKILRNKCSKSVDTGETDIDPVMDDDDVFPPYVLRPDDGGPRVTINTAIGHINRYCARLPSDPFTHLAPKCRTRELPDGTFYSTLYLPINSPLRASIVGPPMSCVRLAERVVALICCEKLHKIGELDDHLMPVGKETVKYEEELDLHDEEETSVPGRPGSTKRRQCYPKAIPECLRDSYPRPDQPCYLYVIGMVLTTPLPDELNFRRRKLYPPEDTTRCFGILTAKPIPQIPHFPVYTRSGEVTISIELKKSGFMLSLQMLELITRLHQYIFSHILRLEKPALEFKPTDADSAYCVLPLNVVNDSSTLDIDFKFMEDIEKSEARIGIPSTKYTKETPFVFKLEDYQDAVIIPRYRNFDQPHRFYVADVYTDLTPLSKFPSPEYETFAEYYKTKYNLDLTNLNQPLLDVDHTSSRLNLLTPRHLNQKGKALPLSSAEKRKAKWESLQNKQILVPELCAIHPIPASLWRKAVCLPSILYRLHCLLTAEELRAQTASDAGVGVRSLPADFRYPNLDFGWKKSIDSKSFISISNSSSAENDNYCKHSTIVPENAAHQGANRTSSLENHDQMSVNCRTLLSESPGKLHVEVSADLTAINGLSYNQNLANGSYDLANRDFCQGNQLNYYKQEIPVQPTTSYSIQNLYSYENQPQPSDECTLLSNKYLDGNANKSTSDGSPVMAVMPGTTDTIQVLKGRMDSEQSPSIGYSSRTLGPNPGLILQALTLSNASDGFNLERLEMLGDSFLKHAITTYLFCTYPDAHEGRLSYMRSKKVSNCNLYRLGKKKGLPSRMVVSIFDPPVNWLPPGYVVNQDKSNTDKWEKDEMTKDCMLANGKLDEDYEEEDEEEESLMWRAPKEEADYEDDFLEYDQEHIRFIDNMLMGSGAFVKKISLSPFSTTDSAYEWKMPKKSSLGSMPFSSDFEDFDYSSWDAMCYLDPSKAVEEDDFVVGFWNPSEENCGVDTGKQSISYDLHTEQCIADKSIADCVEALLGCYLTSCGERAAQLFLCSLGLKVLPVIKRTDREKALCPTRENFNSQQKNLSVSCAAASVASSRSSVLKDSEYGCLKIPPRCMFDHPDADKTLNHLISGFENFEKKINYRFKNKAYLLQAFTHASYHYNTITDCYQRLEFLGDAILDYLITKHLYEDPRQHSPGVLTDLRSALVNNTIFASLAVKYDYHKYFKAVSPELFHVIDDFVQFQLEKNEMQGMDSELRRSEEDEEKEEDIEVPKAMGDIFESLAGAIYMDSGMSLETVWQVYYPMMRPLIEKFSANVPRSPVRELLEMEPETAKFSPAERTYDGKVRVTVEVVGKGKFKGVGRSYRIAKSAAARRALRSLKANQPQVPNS
# Starred values were filed as active, the others as inactive. Some of the compounds tested; the hit share may differ from the screen's.
SMILES,Dicer processing
Cc1cc(C)c(NC(=S)NCCNCc2ccccc2)c(C)c1,1.78
CC1=CC(C)(C)N(C(=O)Nc2ccccc2)c2ccccc21,3.47*
S=C1NCN(Cc2ccccc2)CN1,-0.72
c1cc(-c2nc3cc(Cc4ccc5oc(-c6ccncc6)nc5c4)ccc3o2)ccn1,-0.62
Cc1cc(C)n(CC(=O)Nc2ccc(C(C)C)cc2)c(=O)c1C#N,-0.85
CSc1cc(C)nc(NC(C)=O)n1,-0.66
O=C1CCC([N+](=O)[O-])C(C2CC=CCC2)N1 (configuration not stated),1.32
COc1ccc(S(=O)(=O)Nc2nc3ccccc3s2)cc1,-0.51
COC(=O)c1ccc(OC)c(OC)c1Cl,-1.12
CCSCCOC(=O)C1=C(C)NC2=C(C(=O)CC(c3ccccc3)C2)C1c1cccc(F)c1 (configuration not stated),3.74*
Cc1csc(NC(=O)c2ccccc2C(=O)O)c1-c1nc2ccccc2s1,0.19
CCCCC1(O)C(=O)c2ccccc2N(C)C1=O (configuration not stated),-1.29
C/C(=N\OC(=O)c1cc2ccccc2s1)c1cc[nH]c1,-2.04
C/C(=N\NC(=O)c1ccc(C(C)(C)C)cc1)c1ccccc1O,2.54
CCCCOC(=O)/N=C/c1c(O)c2ccccc2oc1=O,0.7

# An excerpt of these results, with each value named.
C/C(=N\NC(=O)c1ccc(C(C)(C)C)cc1)c1ccccc1O
  Dicer processing: 2.54
CCCCOC(=O)/N=C/c1c(O)c2ccccc2oc1=O
  Dicer processing: 0.7

# (more compounds)
SMILES,Dicer processing
O=c1sn(-c2ccc([N+](=O)[O-])cc2Cl)c(=O)n1C1Cc2ccccc2C1,0.34
NC(=O)C(=O)Nc1ccc2c(c1)OCCO2,-0.6
CCOC(=O)C1C(=O)CC(O)(c2ccccc2)CC1c1ccccc1 (configuration not stated),0.46
O=C(Nc1nc2c(s1)CCc1ccccc1-2)c1cccs1,1.11
CCOC(=O)c1nnn(-c2nonc2N)c1CSc1ccc(C)cc1,0.25
CN(n1cnc2ccccc2c1=O)S(=O)(=O)c1cc(Cl)sc1Cl,-3.81
CC(C)OC(=O)CNc1n[nH]c(=O)[nH]c1=O,0.1
CC(C)c1cc(Br)c(NC(=O)NCc2ccc3c(c2)OCO3)c(Br)c1,2.16
Nc1cc(-c2ccc(Cl)cc2)nn1-c1ccc(F)cc1,-0.67
O=C1CC(=O)N(c2ccc(F)cc2)N1,-0.11
CC1(C)CC(=O)C2=C(C1)Nc1cc3c(cc1C2c1ccc(Br)cc1)OCO3 (configuration not stated),4.74*
COC(=O)C1=CC(C(=O)c2cccs2)=NN(c2ccccc2)C1C(=O)OC (configuration not stated),60.5
CC1=C(C(=O)Nc2cc(C)ccn2)C(c2ccc(C)cc2)C2=C(CCCC2=O)N1 (configuration not stated),1.01
COc1nc(C)ccc1-c1noc(-c2ccccc2)n1,0.68
COc1ccccc1C1CC(c2ccc(Br)cc2)=NN1C(=O)CCC(=O)O (configuration not stated),-0.73
Nc1nc2ccccc2n1CCN1CCCCC1,0.71
CCCCCSc1nc(C)c(CC(=O)O)c(=O)[nH]1,-2
FC(F)(F)c1ccc(-c2nc(=S)[nH][nH]2)cc1,-0.04
CCc1ccc(N2C(=O)C3NN=C(C(=O)OCc4ccccc4)C3C2=O)cc1 (configuration not stated),0.43
Cn1c(N2CCCCC2)nc2c1c(=O)n(Cc1ccc(Cl)cc1Cl)c(=O)n2C,-1.04
C=C(C)CC1N(c2ccccc2)C(=O)C2C(C(=O)O)C3C=CC21O3 (configuration not stated),-0.33
CCOC(=O)N1CCc2c(sc3c2C(=O)NC(c2ccc(-c4ccc(Cl)cc4)o2)N3)C1 (configuration not stated),1.23
Cn1c(CNc2ccccc2)cc(=O)n(C)c1=O,0.39
Clc1cccc(-n2ncnc2-c2cccc(Br)c2)c1,0.48
CN(C)C=NC(=S)c1ccc(-c2cccs2)s1,0.35
N#Cc1cn(Cc2ccccc2)nn1,0.4
CC1=C(C(=O)OCC2CCCO2)C(c2coc3ccccc3c2=O)C2=C(CCCC2=O)N1 (configuration not stated),-2.64
Cc1ccc(=O)n(Cc2ccc([N+](=O)[O-])cc2)n1,-0.67
O=C(Cn1c(=O)oc2ccccc21)Nc1nnc(SCC(=O)N2CCOCC2)s1,3.2*
O=S1(=O)CC(N2CCCC2)c2ccccc21 (configuration not stated),0.74

# The final 2 compounds of the section above come first, to join the parts.
SMILES,Dicer processing
O=C(Cn1c(=O)oc2ccccc21)Nc1nnc(SCC(=O)N2CCOCC2)s1,3.2*
O=S1(=O)CC(N2CCCC2)c2ccccc21 (configuration not stated),0.74
COc1ccc(O)c(C2=NN3C(C2)c2cccc(OC)c2OC3c2ccc(OC)c(OC)c2)c1 (configuration not stated),0.64
COc1n[nH]c(C(=O)Nc2ccccc2F)c1[N+](=O)[O-],1.12
N#Cc1ccc(CN=C(N)N=C(N)N)cc1,17
Cn1c(N2C(=O)CC(Cc3ccc(Cl)cc3)C2=O)nc2ccccc21 (configuration not stated),0.7
O=C(NC1CCCC1)c1ccc2noc(-c3ccc(Cl)cc3)c2c1,0.05
CCn1ncc(Br)c1C(=O)Nc1ccc(N(C)C)cc1,0.96
CCOc1ccc(-c2nc(C#N)c(NCCOC)o2)cc1,-0.93
O=c1[nH]c(/C=C/c2cn(Cc3ccccc3)c3ccccc23)nc2ccccc12,2.13
COc1ccc(-c2ccc(-c3noc(C)n3)c(OC)n2)cc1,1.05
CN(C)N=Nc1nc[nH]c1C(N)=O,6.71
O=C(O)[C@@H]1CSC(c2c(Cl)cccc2Cl)N1 (some centres not stated),1.58
CC1=CCC2C(=O)N(c3ccc(C(=O)OCC(=O)c4ccc(Cl)cc4)cc3)C(=O)C2C1 (configuration not stated),0.47
O=C(O)CCCc1ccc2ccc3cccc4ccc1c2c34,4.03*
c1ccc(CN(Cc2ccccc2)c2c3c(nc4ncnn24)CCC3)cc1,-1.09
COc1ccc(N2C(=O)CC(Sc3ncn[nH]3)C2=O)c(OC)c1 (configuration not stated),-0.73

# Looked up by compound from the list above:
SMILES,Dicer processing
N#Cc1ccc(CN=C(N)N=C(N)N)cc1,17
COc1ccc(-c2ccc(-c3noc(C)n3)c(OC)n2)cc1,1.05
c1ccc(CN(Cc2ccccc2)c2c3c(nc4ncnn24)CCC3)cc1,-1.09
O=C(O)CCCc1ccc2ccc3cccc4ccc1c2c34,4.03*

# Next section.
SMILES,Dicer processing
NC(=O)c1c(NC(=O)c2ccc(S(=O)(=O)N3CCCC3)cc2)sc2c1CCCC2,3.37*
Oc1c(Cl)cc(Cl)c2cccnc12,3.06*
CCOC(=O)C1CCN(C(=O)Nc2cc(F)ccc2C)CC1,1.56
COC(=O)c1scc(Br)c1OC,2.18
N#CC1=C(N)Oc2ccc3ccccc3c2C1c1ccc(F)cc1 (configuration not stated),-0.03
CCOc1ccc(S(=O)(=O)NCc2ccco2)c2ccccc12,-1.05
Cc1csc(-c2cn(C(C)C)c(=O)n(CC(=O)NN)c2=O)n1,1.19
COC(=O)c1cc(=O)n2ccccc2c1C#N,0.91
CSc1cccc(NC(=O)CN2C(=O)c3ccccc3S2(=O)=O)c1,-0.45
CC(C)(C)C(=O)Oc1ccc2c(=O)c(Oc3ccccc3Br)coc2c1,-0.06
Cc1cc(S(=O)(=O)Nc2ccc(F)cc2F)cc(C)c1F,0.84
Cc1ccc(NC(=O)c2sc3cc(C(C)(C)C)sc3c2C)cc1,-0.48
CC(C)NC(=O)n1nccc1-c1ccc([N+](=O)[O-])cc1Cl,0.42
Cc1ccc(C)n1CCN1CCN(C(=O)CSc2nc3ccccc3nc2N2CCOCC2)CC1,3.05*
COC(=O)CNC(=O)c1cccnc1SC,-0.01
Cc1cc(N2CCN(CCO)CC2)n2c(nc3ccccc32)c1C#N,5.27*
COc1ccccc1-c1nc(C)c2c(C)c(C#N)sc2n1,0.12
NCCc1nnc(SCC(=O)c2ccc(Cl)cc2)o1,-0.14
Cc1ccc(OCC(O)NNC(=O)OC(C)(C)C)cc1C (configuration not stated),-0.1
CC(=O)NC(NCc1ccc(F)cc1)(C(F)(F)F)C(F)(F)F,-1.08
COc1ccc(N2C(=O)C3C4c5ccccc5C(CO)(c5ccccc54)C3C2=O)cc1 (configuration not stated),-0.87
C=CCSCC1Nc2cc(Cl)c(S(N)(=O)=O)cc2S(=O)(=O)N1 (configuration not stated),-0.04
Cc1ccc(C)n1-c1sccc1C(=O)NN,-0.99
CCOc1ccc2c(c1)C(C)CC(C)(C)N2C(=O)NC1CCCCC1 (configuration not stated),1.58
CN(C)CCCN1C(=O)C(=O)/C(=C(/O)c2ccc(S(=O)(=O)N(C)C)cc2)C1c1ccco1 (configuration not stated),2.36
CCCCNC(=O)C(=O)NCCN1CCOCC1,2.51
CCOC(=O)C1=C(C)Nc2nc3ccccc3n2C1c1cc(F)cc(F)c1 (configuration not stated),-0.53
COc1cc(C2Nc3ccc4ncccc4c3C3=C2C(=O)CC(c2ccccc2)C3)ccc1OC(C)=O (configuration not stated),0.01
C[n+]1c(/C=C/c2ccc3c(c2)OCO3)sc2ccccc21,12.3
CN(C)/C=C(\Sc1ccc(Cl)cc1)C(=O)c1ccc(Cl)cc1,-0.53
Cc1cc(O)c2c(c1)C(=O)c1cc(O)cc(O)c1C2=O,-0.78
COc1ccc(C2CC(=O)Oc3c2c(=O)n(C)c2ccccc32)cc1OC (configuration not stated),1.95
CCOC(=O)c1cnc2cc(Cl)c(F)cc2c1N1CC(C)OC(C)C1 (configuration not stated),10.7*
CCOC(=O)c1nn(-c2ccccc2)c2nc(N)cc(=O)n12,-0.86
Cc1cc2oc(-c3ccccc3C(=O)O)cc(=O)c2cc1C,-0.1
Cc1cc(C)n(CC(=O)Nc2ccccc2)c(=O)c1C#N,-0.08
Cn1c(=O)n(C)c2cc(CN)ccc21,-0.09
Nc1nc(-c2ccncc2)ncc1S(=O)(=O)c1ccc(C(F)(F)F)cn1,-0.02
COc1cc(C2/C(=C(/O)c3ccc(C)cc3)C(=O)C(=O)N2CC(C)C)ccc1O (configuration not stated),8.74
O=C(NCc1nc(-c2ccc(C(F)(F)F)cc2)no1)c1ccccc1C(F)(F)F,1.04
CCCCOc1ccc2c(=O)c(Oc3cc(C)ccc3C)coc2c1,0.9
c1ccc(CN2CCC(Nc3ncnc4cc(-c5ccccc5)sc34)CC2)cc1,0.1
CC(C)(C)c1ccc(OC(=O)c2ccc3nsnc3c2)cc1,2.06
Cc1cccc(NC(=S)N2CCOC2c2ccsc2)c1 (configuration not stated),2.21
Cn1ccnc1SCC(=O)c1ccc(F)c(F)c1,0.37
CCOC(=O)C1CCN(S(=O)(=O)c2cccs2)CC1,-1.29
Cn1c(SCc2cc(=O)[nH]c(C(C)(C)C)n2)nnc1C(F)(F)F,-0.14
C(#CCN1CCCCC1)COC(c1ccccc1)c1ccccc1,4.06*
COc1ccccc1/C=C/c1nn2c(Cc3ccccc3)nnc2s1,-0.57
Fc1ccc2c(c1)-c1c(cnc3ccc(Cl)cc13)CO2,1.38
COC(=O)C1=C(C)Nc2ccc(C)cc2S1,-2.02
Cc1csc(C(=O)NNC(=O)c2ccc(C(F)(F)F)cc2)c1Cl,-0.85
Oc1ccc(Cl)cc1Sc1cc(Cl)ccc1O,3.16*
O=C1Nc2ccc(Br)cc2C1O (configuration not stated),-6.13
CSc1nc(/C=N\c2nc(C)cc(C)n2)c(O)n1Cc1cccc(Cl)c1,6.26
CNC(=O)Cc1c(Cl)sc2ccccc12,-1.94
COc1ccc(OCCSc2nnnn2-c2ccccc2)cc1,37.1
CCOC(=O)COc1nc(-c2ccc(C)cc2)cc(-c2ccco2)c1C#N,-0.68
COc1ccc(CCNc2oc(COc3ccccc3)nc2C#N)cc1OC,-1.55
CCN(CC)c1ccc(C2Nc3c(C)cccc3-c3cc(C)nn32)c(O)c1 (configuration not stated),0.45

# Reprinted from the part before: two compounds, followed by the next part.
SMILES,Dicer processing
COc1ccc(CCNc2oc(COc3ccccc3)nc2C#N)cc1OC,-1.55
CCN(CC)c1ccc(C2Nc3c(C)cccc3-c3cc(C)nn32)c(O)c1 (configuration not stated),0.45
CC1C(=O)N(C)c2ccc(S(=O)(=O)Nc3ccc(Cl)cc3Cl)cc21 (configuration not stated),-0.7
CC(=O)CSc1nnc(Cn2nnc3ccccc32)n1Cc1ccccc1,2.85
CCOc1ccc(-c2nc(-c3cc4cccc(C)c4[nH]c3=O)no2)cc1,-0.25
COCCCn1c(=S)[nH]c2cc(Cl)ccc2c1=O,-10.4
O=C(NCc1ccccc1)c1cc2sccc2s1,3.86*
CCOC(=O)/C(C#N)=C/N=C(N/N=C/c1ccc(Cl)cc1)SC,-0.07
COC(=O)/C(=C\N(C)C)Sc1cc(C)c(Cl)cc1C,-0.82
N#Cc1nc(COc2ccccc2)oc1NCc1ccc2c(c1)OCO2,1.66
C=CCN1C(=O)C(O)(CC(=O)c2c(C)cc(C)cc2C)c2ccccc21 (configuration not stated),0.2
Nc1cccc(CCc2nc3cc4ccccc4cc3[nH]2)c1,6.91*
COC(=O)C(C(=O)OC)=C1C2CC3CC(C2)CC1C3,0.53
Cc1cc(NC(=O)Cc2cccs2)no1,2.06
Cc1ccc(-n2nnnc2-c2c[nH]c3cc(Cl)ccc23)cc1,0.32
CC1=C(C(=O)OCCOC(C)C)C(c2cccs2)C2=C(CC(c3cccs3)CC2=O)N1 (configuration not stated),4.13*
O=C(Nc1ccc(Cl)cc1)OCCSCc1ccc2nc(C(F)(F)F)ccc2c1,-0.91
